High-throughput results: PubChem BioAssay, several laboratories
M1 antag: antagonists of human M1 muscarinic receptor; P11229; CHO-K1 hM1, Fluo-8 calcium fluorescence, ACh EC80 antagonist; inhibition, % at 3 µM; 360,000 compounds, 1.3% hits; AID 588852;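 active = percent inhibition above its own plate's cutoff, namely the mean of that plate's compound wells plus 3 SD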;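 also: peak over basal fluorescence ratio during 140 s after agonist addition; 0% = ACh EC80 plus DMSO and 100% = DMSO alone without agonist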
CHRM4 agonist: agonists of human muscarinic M4 receptor (CHRM4). activation, % at 3 µM. 360,000 compounds, 0.14% hits. P08173. CHO-K1 hM4/Gqi5, Fluo-8 calcium fluorescence; vehicle 0%, full acetylcholine response 100%;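 active = activation above the run mean over all test wells plus 3 SD, cut at about 32% in these data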;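 also: peak over basal fluorescence ratio per well then scaled between controls; 0% = DMSO wells and 100% = acetylcholine at EC100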
Target sequence (P08173 whole entry, looked up): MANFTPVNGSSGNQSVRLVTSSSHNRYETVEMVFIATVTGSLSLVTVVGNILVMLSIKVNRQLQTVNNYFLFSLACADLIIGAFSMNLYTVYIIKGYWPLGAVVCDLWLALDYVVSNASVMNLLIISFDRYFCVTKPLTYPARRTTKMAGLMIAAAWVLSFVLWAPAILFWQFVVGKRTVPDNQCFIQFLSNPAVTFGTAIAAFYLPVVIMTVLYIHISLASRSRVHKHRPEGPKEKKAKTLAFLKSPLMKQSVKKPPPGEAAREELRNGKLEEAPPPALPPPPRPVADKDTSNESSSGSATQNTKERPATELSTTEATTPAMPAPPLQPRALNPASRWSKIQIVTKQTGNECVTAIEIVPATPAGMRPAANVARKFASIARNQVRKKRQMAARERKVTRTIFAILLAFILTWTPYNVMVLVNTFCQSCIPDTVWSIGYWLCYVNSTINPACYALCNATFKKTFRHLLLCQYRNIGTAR
M4 antag: CHRM4 antagonism in calcium assay | CHO-hM4 cells, ACh EC80, Fluo-8 calcium fluorescence | AID 624125 | inhibition, % at 3 µM | P08173 | 360,000 compounds, 0.73% hits;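 active = inhibition above its plate's cutoff, the mean inhibition of sample wells plus 3 SD, cut at about 27% in these data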;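 also: 0% = acetylcholine EC80 with DMSO and 100% = DMSO without agonist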
CHRM5 PAM: CHRM5 positive allosteric modulation | CHO-K1 hM5, Fluo-8 calcium, ACh EC20 PAM; 0% = ACh EC20, 100% = ACh EC100 | 360,000 compounds, 0.3% hits | P08912 | activation, % at 3 µM;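 active = activation above the run cutoff, the mean activation of all test compounds plus 3 SD, cut at about 18% in these data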
Target sequence (P08912 whole entry, looked up): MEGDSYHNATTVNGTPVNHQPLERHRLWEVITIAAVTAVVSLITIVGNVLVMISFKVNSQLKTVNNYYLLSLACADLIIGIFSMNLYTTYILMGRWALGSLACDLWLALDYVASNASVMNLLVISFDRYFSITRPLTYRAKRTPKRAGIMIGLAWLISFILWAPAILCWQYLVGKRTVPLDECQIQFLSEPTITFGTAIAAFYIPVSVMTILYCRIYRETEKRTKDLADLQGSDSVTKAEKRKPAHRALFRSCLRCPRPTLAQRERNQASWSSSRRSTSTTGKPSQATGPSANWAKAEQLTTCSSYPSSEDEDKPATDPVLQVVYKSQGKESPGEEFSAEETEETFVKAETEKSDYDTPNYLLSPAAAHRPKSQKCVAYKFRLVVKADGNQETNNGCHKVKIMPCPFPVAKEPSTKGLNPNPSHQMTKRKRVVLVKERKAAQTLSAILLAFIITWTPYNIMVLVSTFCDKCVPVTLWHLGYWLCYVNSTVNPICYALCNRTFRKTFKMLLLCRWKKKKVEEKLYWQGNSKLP
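System: CHO-K1 cell line with stable human muscarinic M5 receptor expression | Also added: EC20 acetylcholine as agonist stimulus | Compound: One concentration, 3 µM final (nominal) | Timing: Fluo-8 loading 80 min at 37 °C plus 30 min room temperature | Measured by: Fluo-8 calcium dye fluorescence, kinetic read | Read-out basis: % activation, ACh-normalized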
CHRM1 PAM: positive allosteric modulators of human M1 muscarinic receptor | P11229 | CHO-K1 hM1, Fluo-8 calcium fluorescence, ACh EC20; 0% = ACh EC20, 100% = maximal ACh | activation, % at 3 µM | 360,000 compounds, 0.088% hits | AID 588819; in the data active = activation above about 19%, passing the limit was not always enough
M5 antag: antagonists of human muscarinic M5 receptor (CHRM5) | P08912 | CHO-hM5 cells, Fluo-8 calcium fluorescence, ACh EC80 | inhibition, % at 3 µM | 360,000 compounds, 0.59% hits | AID 624040;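 active = inhibition above a per-plate cutoff, the mean of that plate's test compounds plus 3 SD, cut at about 27% in these data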;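 also: 0% = acetylcholine EC80 with DMSO and 100% = DMSO without agonist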
CHRM4 PAM: potentiates acetylcholine response at human M4 receptor; P08173; activation, % at 3 µM; CHO-K1 hM4/Gqi5, Fluo-8 calcium fluorescence, ACh EC20; 0% = ACh EC20, 100% = maximal ACh; 360,000 compounds, 0.4% hits;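 active = activation above its plate's cutoff, the mean activation of sample wells plus 3 SD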; also: some results filed as inactive read as strong as hits
CHRM5 agonist: CHRM5 agonism in calcium assay; P08912; CHO-K1 hM5 cells, Fluo-8 calcium fluorescence; 0% DMSO wells, 100% maximal acetylcholine response; activation, % at 3 µM; 360,000 compounds, 0.19% hits;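 active = activation above the run's mean over test compounds plus 3 SD, cut at about 23% in these data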;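 also: signal is peak over basal fluorescence ratio across the kinetic read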
CRFR2-BP ag: agonists of human CRF-binding protein/CRF-R2 receptor complex; 350,000 compounds, 0.46% hits; activation, % at 13.2 µM; HEK293 CRF-R2/CRF-BP, calcium dye fluorescence (FLIPR); percent of saturating CRF peptide response;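 active = activation of at least 50%, plus an integration ratio under a set limit after plate pattern correction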;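 also: plate controls were neutral control wells without compound for no effect and CRF at EC100 for full effect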
The depositor's hits bear a star; x = not tested or not shown; & = joins results of further samples.

SMILES	M1 antag	CHRM4 agonist	M4 antag	CHRM5 PAM	CHRM1 PAM	M5 antag	CHRM4 PAM	CHRM5 agonist	CRFR2-BP ag
Cc1c(C(=O)N2CCC(Cc3ccccc3)CC2)cccc1[N+](=O)[O-]	-7	4	-6	-6	-4	-14	-8	-5	19
CCCCNC(=O)O[C@@H]1C[C@H]2CCC(=O)N3CC[C@@H](C1)[C@@H]23	-12	0	-4	2	14	10	5	0	-0.2
COc1ccc(N2CC(O)=C(c3nc(-c4ccc(F)cc4)cs3)C2=N)cc1OC	8	8	-6	-4	-6	-1	8	0	-2.2
Cc1ccc(C)c(C(=O)NC(C)CCc2ccccc2)c1 (centres undefined)	-6	-1	1	-3	7	11	-4	-3	3.3
CC(C)(C)NC(=O)CSc1ccc(S(=O)(=O)N2CCOCC2)cn1	9	4	-3	10	-2	0	8	7	-1.3
COc1cc(CNc2cccc(F)c2)cc(Br)c1O	5	3	3	1	-2	3	4	4	-2.5
Cc1onc(-c2ccccc2)c1C(=O)N/N=C/c1ccc(Br)cc1	4	2	2	-3	-2	-10	-6	-7	-0.7
CNC(=O)CSc1nc2c([nH]c3ccccc32)c(=O)n1CCOC	1	3	-6	-3	6	0	-3	1	1.6
COc1ccccc1CNS(=O)(=O)c1ccc2c(c1)CCCN2C(C)=O	23	6	6	-10	-9	12	-3	2	0.4
Cc1cccc(-n2nc(C)c3c2NC2=C(C(=O)CCC2)C3c2ccccn2)c1 (centres undefined)	0	4	0	0	3	-1	-4	2	0.6
CSc1nc(SC)c2c3c(oc2n1)COC(C)(C)C3	-13	0	-3	3	11	-1	4	-2	2.1
CC(C)(C)c1cc(NC(=O)C2(C)CCN2C(=O)C2(c3ccccc3)CC2)no1 (centres undefined)	-13	0	-24	-6	-4	2	-2	0	x
COc1ccc(C(=O)n2cc(C(C)=O)c3ccccc32)cc1	-20	0	-14	-2	13	5	0	-1	-1.2
c1ccc2[nH]c(SCc3cscn3)nc2c1	0	1	2	4	4	-4	8	-2	-2.0
CCOc1ccc(NC(=O)CN(C)C(=O)c2ccc3[nH]c4c(c3c2)CC(C)CC4)cc1OCC (centres undefined)	-8	4	-2	-8	3	7	3	2	-0.1

Profiles from above. Order of values: M1 antag	CHRM4 agonist	M4 antag	CHRM5 PAM	CHRM1 PAM	M5 antag	CHRM4 PAM	CHRM5 agonist	CRFR2-BP ag
Listed for `COc1cc(CNc2cccc(F)c2)cc(Br)c1O` → 5	3	3	1	-2	3	4	4	-2.5
Listed for `COc1ccc(C(=O)n2cc(C(C)=O)c3ccccc32)cc1` → -20	0	-14	-2	13	5	0	-1	-1.2

The results go on:
SMILES	M1 antag	CHRM4 agonist	M4 antag	CHRM5 PAM	CHRM1 PAM	M5 antag	CHRM4 PAM	CHRM5 agonist	CRFR2-BP ag
C=C[C@@H]1c2ccccc2N(S(=O)(=O)c2ccc(C)cc2)[C@H](c2ccc(C(F)(F)F)cc2)C1(C#N)C#N	-2	1	-9	1	6	12	4	1	3.6
CC(C(=O)Nc1cc([N+](=O)[O-])ccc1Cl)N1CCN(c2ccccc2)CC1 (centres undefined)	-3	0	-3	3	5	2	1	0	-0.5
O=C(Nc1c(-c2ccccc2)[nH][nH]c1=O)c1ccc2ccccc2c1	x	1	-7	-7	x	2	4	-3	x
CC(C)c1ccc(CN2CCC2(C)C(=O)Nc2ccc3c(c2)OCO3)cc1 (centres undefined)	-3	-1	-3	-2	2	-3	-3	-2	x
C=CCSc1nccc(-c2cc(Cl)sc2Cl)n1	-8	0	-1	5	7	-15	5	-1	8.4
CS(=O)(=O)N1CCN(C(=O)Cc2ccc(Br)cc2)CC1	-5	1	6	-3	3	2	-2	0	-0.3
CCN1CCCC1Cn1cnc2c([nH]c3ccc(Cl)cc32)c1=O (centres undefined)	-15	1	-5	-8	4	-6	2	-5	1.1
CCOC(=O)C1=C(C)OC(N)=C(C#N)C1c1cc(SCC)oc1C (centres undefined)	0	1	2	1	11	-3	3	-1	-1.2
CCCCCCSc1ccc([C@H]2N[C@@](CC(C)C)(C(=O)OC)[C@H]3C(=O)N(C)C(=O)[C@@H]23)cc1OC	2	3	3	1	6	-2	6	4	0.4
C[C@@H]1CNC(=O)c2c(C(=O)N[C@H](C)c3ccccc3)ncn21	-2	0	1	-7	4	11	2	1	-1.7
C=CCn1c(=N)n(CC(O)COc2ccccc2OC)c2ccccc21 (centres undefined)	2	2	-10	-1	1	-4	-3	-1	1.9
CNC(=S)N1CCN(c2ccc(OC)cc2)CC1	-7	2	-4	-2	8	3	1	0	0.5
COC(=O)c1cc(NC(=O)c2ccccc2)c(=O)oc1/C=C/Nc1ccc(Oc2ccccc2)cc1	19	8	8	-9	-6	17	-4	11	138*
CCC(=O)NC1(C(F)(F)F)C(=O)Nc2c1c(=O)n(C)c(=O)n2C (centres undefined)	1	0	-1	-2	3	2	-4	-1	-2.1
O=C1OC(CC(=O)N(Cc2nnc(-c3ccc(Cl)cc3)o2)C2CC2)c2ccccc21 (centres undefined)	-4	2	-5	-6	1	9	1	-1	-1.0

A draw from above in order of length of the SMILES, rising:
SMILES	M1 antag	CHRM4 agonist	M4 antag	CHRM5 PAM	CHRM1 PAM	M5 antag	CHRM4 PAM	CHRM5 agonist	CRFR2-BP ag
CNC(=S)N1CCN(c2ccc(OC)cc2)CC1	-7	2	-4	-2	8	3	1	0	0.5
CS(=O)(=O)N1CCN(C(=O)Cc2ccc(Br)cc2)CC1	-5	1	6	-3	3	2	-2	0	-0.3
C=CCn1c(=N)n(CC(O)COc2ccccc2OC)c2ccccc21 (centres undefined)	2	2	-10	-1	1	-4	-3	-1	1.9
CCOC(=O)C1=C(C)OC(N)=C(C#N)C1c1cc(SCC)oc1C (centres undefined)	0	1	2	1	11	-3	3	-1	-1.2
CC(C)c1ccc(CN2CCC2(C)C(=O)Nc2ccc3c(c2)OCO3)cc1 (centres undefined)	-3	-1	-3	-2	2	-3	-3	-2	x
C[C@@H]1CNC(=O)c2c(C(=O)N[C@H](C)c3ccccc3)ncn21	-2	0	1	-7	4	11	2	1	-1.7
CC(C(=O)Nc1cc([N+](=O)[O-])ccc1Cl)N1CCN(c2ccccc2)CC1 (centres undefined)	-3	0	-3	3	5	2	1	0	-0.5
O=C1OC(CC(=O)N(Cc2nnc(-c3ccc(Cl)cc3)o2)C2CC2)c2ccccc21 (centres undefined)	-4	2	-5	-6	1	9	1	-1	-1.0
CCOc1ccc(NC(=O)CN(C)C(=O)c2ccc3[nH]c4c(c3c2)CC(C)CC4)cc1OCC (centres undefined)	-8	4	-2	-8	3	7	3	2	-0.1
COC(=O)c1cc(NC(=O)c2ccccc2)c(=O)oc1/C=C/Nc1ccc(Oc2ccccc2)cc1	19	8	8	-9	-6	17	-4	11	138*
C=C[C@@H]1c2ccccc2N(S(=O)(=O)c2ccc(C)cc2)[C@H](c2ccc(C(F)(F)F)cc2)C1(C#N)C#N	-2	1	-9	1	6	12	4	1	3.6

Continuation:
SMILES	M1 antag	CHRM4 agonist	M4 antag	CHRM5 PAM	CHRM1 PAM	M5 antag	CHRM4 PAM	CHRM5 agonist	CRFR2-BP ag
N=C1/C(=C/c2ccc(-c3cccc(C(=O)O)c3)o2)C(=O)N=C2SC=C(c3ccccc3)N12	12	6	22	-9	-4	7	-4	1	18
Cc1ccc(S(=O)(=O)Nc2nc3ccccc3s2)cc1[N+](=O)[O-]	-7	5	-13	2	9	5	1	2	-1.1
Cc1ccc(-c2cc(C(=O)Nc3ccccn3)c3ccccc3n2)o1	2	10	-18	-3	1	4	-10	3	-0.6
CNc1nc(-c2ccccc2)c2sccc2n1	-11	2	-10	-4	2	-2	5	-4	x
Cc1ccc2cc(-c3noc(C(C)(C)C)n3)c(=O)[nH]c2c1	2	0	8	2	2	3	3	-1	-0.4
CCOC(=O)N1CCN(C(=O)c2ccc3c(=O)n(Cc4ccccc4OC)c(=S)[nH]c3c2)CC1	-7	-1	-3	1	8	-3	4	3	0.9
Cc1sc2c(c1C)c(=O)nc1scc(CC(=O)O)n12	-9	1	16	-5	7	2	1	-5	1.0
CCOC(=O)C1=C(C)NC(C)=C(C(=O)OCC)C1c1ccc([N+](=O)[O-])s1	-16&9	7&3	0&14	-11&-15	8&-6	10&11	-5&-11	-1&-8	1.8&-4.1
CC[C@H]1C=C[C@@H](C(C(=O)OC)C(=O)OC)CN1C(C)=O	-9	1	-5	4	5	-6	1	0	-1.0
COc1ccc(S(=O)(=O)N(C)C)cc1NC(=O)Cc1cccs1	-4	0	6	10	9	-1	0	-1	-1.1
COc1ccc2[nH]c(C(=O)NCc3ccc4c(c3)OCO4)cc2c1	-1	2	-5	6	1	-5	-3	-1	-0.8
Cc1cc(C(=O)Cn2nc(C(=O)O)c3ccccc3c2=O)c(C)n1CCc1ccc(F)cc1	7	3	6	-2	-5	11	-20	-8	3.3
COc1ccc(C)cc1S(=O)(=O)Nc1ccc(-n2c(C)nc3ccccc3c2=O)cc1	7	20	-10	-15	7	11	-1	6	0.1
CCN1C(=O)[C@@H]2[C@@H](c3ccc(-c4ccc(C(C)=O)cc4)cc3)N3CCCC[C@@]3(C(=O)OC)[C@@H]2C1=O	21	5	1	-11	-17	16	-10	1	2.7
CCCCn1c(NS(=O)(=O)c2ccccc2)c(S(=O)(=O)c2ccc(C)cc2)c2nc3ccccc3nc21	-2	3	-11	0	2	8	-6	14	-2.2
COc1ccc(C(=O)Nc2ccccc2C(=O)NC(C)C)cc1OC	-29	4	-10	-9	7	0	3	0	0.2
CCOC(=O)c1nnn(-c2nonc2N)c1-c1ccc(F)cc1	5	1	-17	2	1	-2	-4	-11	-1.1
CCC(C)(C)NC(=O)CN(Cc1ccccc1)C(=O)CCC(=O)Nc1nccs1	-12	2	-13	0	18	15	-1	-3	0.9
COc1ccc(CC(NC(C)=O)C(=O)NC2CCN(C(=O)Nc3ccccc3Cl)CC2)cc1OC (centres undefined)	22	0	9	-2	-7	3	-8	1	-2.3
O=C(Nc1ccc(Br)cn1)c1ccc(Cl)s1	0	-1	7	-4	-2	13	-1	-3	5.8
O=C(CN1CCOCC1)N1N=C(c2cccs2)CC1c1cccs1 (centres undefined)	-12	3	-5	3	8	2	6	-4	0.5
Cc1cc(C(=O)NC(C)c2ccncc2)cs1 (centres undefined)	3	0	0	-5	-3	-1	-3	-1	0.3
O=C(CSc1ncccn1)NCCc1ccccc1	-16	0	-2	-1	11	1	6	-5	-0.1
Cc1ccccc1NC(=O)CC1c2ccccc2CC(C)(C)N1C (centres undefined)	5	1	5	-5	-7	2	-4	-15	-0.8
O=S(=O)(NCc1cc(-c2ccccc2Cl)no1)c1ccccc1	-6	4	0	0	6	4	2	-5	-1.9
O=C(Nc1c(C(=O)N2CCCCC2)cnn1-c1ccccc1)c1ccco1	-5	1	-1	-10	-6	-3	-1	3	0.7
S=C(NC12CC3CC(CC(C3)C1)C2)N1CCCC1	-5	-1	7	-2	2	0	-9	0	-1.2
